# LMPTP inh = blocks human LMPTP phosphatase | P24666 | recombinant LMPTP-A, OMFP fluorogenic substrate, fluorescence intensity | inhibition, % at 20 µM | actives 0.22% (n = 360,000);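 active means compounds that cut the enzyme signal by at least half of the control window in the single-dose screen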;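 further: plate controls were DMSO wells with enzyme plus substrate for no effect and substrate without enzyme for full effect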
# Target sequence (P24666 whole entry, looked up): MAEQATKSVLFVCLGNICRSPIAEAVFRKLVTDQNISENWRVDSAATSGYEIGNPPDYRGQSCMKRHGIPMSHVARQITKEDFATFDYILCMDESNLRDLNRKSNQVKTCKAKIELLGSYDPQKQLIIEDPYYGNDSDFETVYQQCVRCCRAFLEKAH
#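 Test system – LMPTP-A phosphatase enzyme · Quantity – 0.625 nM LMPTP-A final · Reagent – OMFP substrate, 400 µM final · Dosing – one test concentration per compound, 20 µM, with 3% DMSO overall · Timing – 50 min enzyme reaction at room temperature, protected from light · Detection – fluorescence intensity · Controls – substrate-only low control, DMSO enzyme-plus-substrate high control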
# Tb MetRS inh = Trypanosoma brucei MetRS inhibition | purified T. brucei MetRS, ATP depletion, Kinase-Glo luminescence | inhibition, % at 11.9 µM | AID 624268 | actives 0.4% (n = 360,000);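 active means inhibition above a per-plate cutoff of the control wells' mean inhibition plus 3 SD, cut at about 5.5% in these data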;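 further: 0% = DMSO wells median and 100% = median of wells with control inhibitor compound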
#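 System: purified T. brucei MetRS enzyme / Detection: Kinase-Glo luciferase luminescence reporting remaining unconsumed ATP / Medium: HEPES buffer with MgCl2, KCl, DTT, spermine, BSA, pyrophosphatase / Replication: singlicate, one well per compound / Evaluation: percent inhibition relative to median high and low control wells / Schedule: 2 h aminoacylation at 25 °C after 15 min preincubation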
# Neddylation inh = cullin neddylation inhibition; calls only at 25 µM; actives 0.58% (n = 360,000); TR-FRET cullin neddylation, biochemical; in the data active means inhibition above about 36%
# SKN-1 block = C. elegans SKN-1 inhibition | C. elegans VP596 Pgst-4::GFP/RFP ratio, acrylamide-induced, 24 h | actives 0.49% (n = 360,000) | inhibition, % at 21.8 µM;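 active means interference check ratio from 0.5 to 1.5 plus GFP to RFP signal ratio inhibition reaching or exceeding a fixed threshold, cut at about 30% in these data, passing the limit was not always enough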; further: some compounds called inactive have numbers as strong as hits
# Scp-1 inhibitor = blocks human Scp-1 phosphatase activity | Q9GZU7 | Recombinant Scp1, phosphopeptide, malachite green phosphate absorbance | inhibition, % at 20 µM | actives 0.88% (n = 340,000);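 active means inhibition above about 50% at 20 µM, limit read from the data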;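 further: plate controls were DMSO wells with enzyme for no effect and wells lacking enzyme for full effect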
# Target sequence (Q9GZU7 76-261 limits assumed): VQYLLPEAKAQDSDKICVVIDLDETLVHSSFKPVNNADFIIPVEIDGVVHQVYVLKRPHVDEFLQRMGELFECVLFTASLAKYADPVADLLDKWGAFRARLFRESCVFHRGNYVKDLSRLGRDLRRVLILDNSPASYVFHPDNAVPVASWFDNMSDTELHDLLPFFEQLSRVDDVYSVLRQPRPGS
#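 System: SCP-1 catalytic domain; Reagent: Phospho 17-mer peptide substrate; Doses: one concentration, 20 µM, with 1.0% DMSO; Incubation: 45 min room-temperature reaction, 5 min colour, 30 min stabiliser; Signal: Phosphate-binding colour reagent, absorbance read at 630 nm.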
# CendR NRP1 mod = NRP-1/CendR interaction modulation | O14786 | FAM-RPARPAR peptide binding to NRP-1, fluorescence polarization | inhibition, % at 25 µM | actives 0.85% (n = 360,000) | AID 602438;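 active means inhibition or corrected inhibition above about 18%, plus a signal ratio from 0.5 to 1.5, limit read from the data, passing the limit was not always enough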; further: strong numbers were not always called active
# NadD inh = inhibitors of Staphylococcus aureus NadD | inhibition, % at 20 µM | AID 602399 | purified NadD enzyme, colorimetric absorbance read-out | actives 0.78% (n = 360,000); in the data active means inhibition above about 26%; further: some compounds past the cut are filed as inactive
# DNMT1 inh = inhibitors of human DNMT1. P26358. DNMT1 molecular beacon, Hinp1I cleavage, fluorescence. inhibition (reported as % activation of signal), % at 10 µM. actives 0.83% (n = 360,000); in the data active means inhibition above about 50%
# STEP inh = STEP (human) phosphatase inhibition | recombinant STEP, OMFP fluorogenic substrate, fluorescence | inhibition, % at 20 µM | actives 0.25% (n = 360,000);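 active means inhibition at 20 µM, scaled per plate between control wells, above about 37%, limit read from the data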;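 further: 0% = DMSO with enzyme and substrate and 100% = substrate only without enzyme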
# Target sequence (P54829 whole entry, looked up): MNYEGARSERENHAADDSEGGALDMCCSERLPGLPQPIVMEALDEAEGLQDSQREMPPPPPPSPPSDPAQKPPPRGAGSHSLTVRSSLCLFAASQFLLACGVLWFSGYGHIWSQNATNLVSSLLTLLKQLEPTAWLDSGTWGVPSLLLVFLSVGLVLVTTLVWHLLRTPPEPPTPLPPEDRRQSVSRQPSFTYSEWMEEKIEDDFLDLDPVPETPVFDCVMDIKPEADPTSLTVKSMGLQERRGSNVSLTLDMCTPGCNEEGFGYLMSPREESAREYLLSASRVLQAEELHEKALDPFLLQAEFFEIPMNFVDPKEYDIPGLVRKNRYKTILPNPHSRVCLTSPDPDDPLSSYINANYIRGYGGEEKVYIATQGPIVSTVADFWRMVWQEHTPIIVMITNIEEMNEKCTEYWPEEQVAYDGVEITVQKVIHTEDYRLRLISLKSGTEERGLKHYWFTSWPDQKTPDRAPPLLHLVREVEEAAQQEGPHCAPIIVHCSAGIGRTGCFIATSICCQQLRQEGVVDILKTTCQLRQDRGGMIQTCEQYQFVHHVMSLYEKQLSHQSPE
#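 System: isolated STEP enzyme; schedule: 20 min enzyme reaction at room temperature, protected from light; medium: Bis-Tris buffer pH 6.0, 2.5 mM DTT, 0.005% Tween 20; signal: fluorescence, 480/540 nm; dosing: single compound dose of 20 µM, 1% DMSO final; also added: OMFP substrate, 25 µM final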
# SUMO1 PPI mod = modulators of human SUMO1-mediated protein-protein interactions | inhibition, % at 20 µM | SUMO1 binding to a labelled peptide, TR-FRET, 1 h | P63165 | actives 0.33% (n = 360,000) | AID 602429; in the data active means inhibition above about 37%
# Target sequence (P63165 whole entry, looked up): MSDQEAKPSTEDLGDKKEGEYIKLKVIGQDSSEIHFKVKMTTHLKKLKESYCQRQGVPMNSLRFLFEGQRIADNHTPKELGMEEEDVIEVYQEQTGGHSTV
# Numbers without * were called inactive; i = inactive; x = not tested or not shown; + = active, no number.
SMILES,LMPTP inh,Tb MetRS inh,Neddylation inh,SKN-1 block,Scp-1 inhibitor,CendR NRP1 mod,NadD inh,DNMT1 inh,STEP inh,SUMO1 PPI mod
O=c1[nH]cc(C(F)(F)F)cc1NS(=O)(=O)c1ccccc1[N+](=O)[O-],-1.8,-0.2,i,1.6,-2.6,-0.1,-6.5,-0.1,1.3,1.0
CCOC(=O)[C@]12CCCC=C1N(CCc1ccc(OC)c(OC)c1)C(=O)[C@H](CC(=O)N1CCSCC1)C2,-0.6,-0.3,i,-5.8,x,6.0,x,x,x,-1.0
O=C(Nc1ccccc1NC(=O)c1ccco1)c1ccco1,-0.8,-0.5,i,3.2,2.0,6.0,5.3,-1.0,-1.6,6.3
CN(Cc1cccc(Cl)c1)C(=O)C1CSC2(C)CCC(=O)N12 (stereo unspecified),-8.5,0.2,i,3.6,-14.2,-5.8,2.5,0.5,0.8,-30.0
N#C/C(=C\C=C\c1ccccc1)C(=O)N1CCCC1,0.6,-0.8,i,12.0,1.6,0.3,0.2,0.6,-3.1,-23.0
COc1ccc(C(=O)CCC(=O)NCCc2c[nH]c3ccccc23)cc1OC,0.4,0.2,i,1.2,-5.8,1.3,-6.3,-13.2,1.4,1.3
CCOc1cc2[nH]c(=S)n(CCCN(CC)CC)c(=O)c2cc1OCC,-0.7,-0.7,i,16.5,-4.9,-8.3,1.3,2.5,21.5,6.2
Cc1ccc(S(=O)(=O)N(C)C[C@@H]2Oc3ccc(NC(=O)Nc4cccc5ccccc45)cc3C(=O)N([C@H](C)CO)C[C@H]2C)cc1,2.6,0.4,i,5.3,-6.5,-6.6,24.5,-27.7,1.7,-4.0
COC(=O)C(Cc1ccc(O)cc1)NC(=O)CCOc1ccc(OC)cc1 (stereo unspecified),-0.3,-0.6,i,-1.7,-1.9,7.2,-7.9,2.2,-4.5,3.3
COc1cccc(-n2c(SCC(=O)N3CCOCC3)nc3c([nH]c4ccccc43)c2=O)c1,0.1,-0.4,i,14.6,-3.8,3.3,1.5,1.1,-0.1,-1.2
CC(=C/c1ccccc1)/C=N/NC(=O)CSc1nc(C)cc(C)n1,0.1,-0.5,i,-4.1,-4.0,-15.4,-5.1,-2.8,-2.8,-9.6
Cc1cccc(-c2ccc([N+](=O)[O-])cc2CN2CCN(c3ncc(Cc4ccccc4)cn3)CC2)c1,2.8,0.2,i,10.0,x,3.1,x,x,x,-13.8
Cc1ccccc1N/C(=N/S(=O)(=O)c1cc(F)ccc1F)c1ccccc1,0.3,-0.4,i,-22.5,-4.7,18.7,-5.6,0.4,-1.4,1.9
C[C@H]1CC[C@]2(O[C@H](CCO)C[C@@H](O)[C@@H]2O)O1,-0.3,-0.4,i,2.4,6.1,-4.1,0.2,4.6,-1.8,-1.8
NS(=O)(=O)c1ccc(CCNC(=O)c2ccc3nccnc3c2)cc1,55.0*,-0.1,i,-3.0,99.0*,-19.0,13.6,42.6,8.2,10.9
Cc1[nH]c(=O)[nH]c(=O)c1S(=O)(=O)Nc1ccc(Oc2ccccc2)cc1,-2.0,-1.0,i,5.3,-9.3,2.5,7.5,0.4,-0.1,-2.4
COc1ccc(NC(=O)C2=C(C)NC(=O)NC2c2cccs2)c(OC)c1 (stereo unspecified),-0.2,-0.3,i,1.0,6.2,9.1,-1.2,-1.6,-0.3,3.0
O=c1[nH]nc(-c2ccccc2)cc1-c1ccccc1,0.7,-0.4,i,-15.8,-11.4,-8.0,-0.4,0.7,-2.5,-14.4
COc1cccc(C(=O)Nc2cccc(OC(C)=O)c2)c1,-0.9,-0.9,i,-2.6,0.5,-4.5,2.3,-1.7,2.0,-3.7
OCCOCCn1c2ccccc2c2ccccc21,-1.8,0.3,i,-6.7,-4.5,3.9,-4.5,1.4,-1.8,-0.6

# Continued; it opens with the four that closed the last part.
SMILES,LMPTP inh,Tb MetRS inh,Neddylation inh,SKN-1 block,Scp-1 inhibitor,CendR NRP1 mod,NadD inh,DNMT1 inh,STEP inh,SUMO1 PPI mod
COc1ccc(NC(=O)C2=C(C)NC(=O)NC2c2cccs2)c(OC)c1 (stereo unspecified),-0.2,-0.3,i,1.0,6.2,9.1,-1.2,-1.6,-0.3,3.0
O=c1[nH]nc(-c2ccccc2)cc1-c1ccccc1,0.7,-0.4,i,-15.8,-11.4,-8.0,-0.4,0.7,-2.5,-14.4
COc1cccc(C(=O)Nc2cccc(OC(C)=O)c2)c1,-0.9,-0.9,i,-2.6,0.5,-4.5,2.3,-1.7,2.0,-3.7
OCCOCCn1c2ccccc2c2ccccc21,-1.8,0.3,i,-6.7,-4.5,3.9,-4.5,1.4,-1.8,-0.6
O=C(N/N=C\c1ccccn1)C1COc2cc3ccccc3cc2O1 (stereo unspecified),0.1,-0.6,i,12.0,-3.1,5.4,3.9,-0.1,0.5,-11.5
COc1cc(Cl)c(C)cc1NC(=O)CNC(C)c1ccccc1OC (stereo unspecified),0.5,-0.9,i,3.9,-2.3,4.6,-13.9,3.8,-1.2,1.4
COc1cccc(N2CCN(C(=O)c3cccn4c(=O)c5c(C)c(C)sc5nc34)CC2)c1,0.6,-0.4,+,-1.8,-9.0,-18.8,-3.9,0.1,0.3,8.7
CCCN(c1ccccc1F)S(=O)(=O)c1cc(-c2cc(C)no2)ccc1OC,2.8,-0.8,i,-10.4,-11.0,7.9,-12.0,-1.5,1.3,-0.9
CCCOC(=O)c1sc2nc3c(cc2c1N)C(=O)CCC3,-4.3,0.6,i,6.7,-3.3,12.3,3.9,4.4,9.4,-2.2
CC(C)c1cc(CN2CCOCC2)cc(C(C)C)c1O,0.6,0.4,i,-2.4,-4.1,11.5,4.1,3.0,-0.4,2.2
COc1ccc(CN(C(=O)c2oc3cc(C)c(C)cc3c2C)C2CCS(=O)(=O)C2)cc1OC (stereo unspecified),1.2,-0.6,i,2.5,-6.9,-1.8,-8.5,-3.4,1.3,0.7
CC(C)(CN1CCCC1)NS(=O)(=O)c1ccccc1,-0.7,-0.9,i,7.8,-0.9,-4.1,-0.8,0.6,0.8,0.8
Brc1ccc(-c2nnc3ccc(N4CCN(c5ccccc5)CC4)nn23)cc1,5.8,0.2,i,10.2,3.5,1.2,-1.3,26.1,2.6,4.6
CC1CCCCN1C(=O)COC(=O)c1ccc(N2CCCC2=O)cc1 (stereo unspecified),0.1,-0.3,i,11.9,-2.2,-2.8,2.2,-0.2,-1.1,-4.3
COC(=O)C1=C(C(=O)OC)[C@@H]2N(C)c3ccccc3[C@@]23C[C@@H](C(=O)OC)N(C(=O)c2ccco2)C3=N1,-0.5,0.0,i,-8.8,-0.2,21.7,-3.0,1.4,-1.2,-1.1
COc1cc(CN2CCN(Cc3cccc(OC)c3OC)CC2)cc(OC)c1,-2.0,-0.9,i,19.2,-15.4,13.4,-6.6,-0.8,-0.6,-3.9
CCCCCCCCNc1nc(Cl)nc(NCCN2CCOCC2)n1,-0.8,-0.5,i,8.5,2.0,-6.7,-11.3,5.1,-0.8,1.1
CCCCCCCCNC(=O)/C(C#N)=C/c1ccc2c(c1)OCCO2,1.1,-0.8,i,6.1,-4.7,-1.5,0.6,-1.3,1.8,-3.4
Cc1nc2cc(NS(=O)(=O)c3ccccc3)ccc2n1C,0.9,-0.5,i,11.2,2.7,8.2,-1.9,-2.3,-0.4,-2.8
COc1ccc(C(C)(O)c2nc(-c3ccc(Cl)cc3)cs2)cc1 (stereo unspecified),1.4,0.5,i,9.0,x,-1.8,-4.6,-1.4,-1.5,3.3
CSc1ccc(/C=N/NC(=O)c2cc(O)cc(O)c2)cc1,0.7,0.1,i,-0.5,-2.6,2.1,0.4,1.6,-1.0,-7.5
Cc1ccccc1N(CC(=O)NCc1ccc2c(c1)OCO2)C(=O)C1CSC(=O)C1 (stereo unspecified),0.3,-0.4,i,11.0,-2.3,4.8,-3.5,3.0,1.5,3.5
CC(=O)c1ccc(NC(=O)Nc2ccc(NS(=O)(=O)c3ccc(C)cc3)cc2)cc1,0.1,-0.2,i,3.6,-5.7,5.0,0.4,-10.6,-2.0,0.1
Cc1nc2cc(C(F)(F)F)ccc2n1C1CCN(CC(=O)N2CCOCC2)CC1,-1.4,-1.0,i,8.2,-4.3,6.4,-6.8,0.3,-1.3,-1.9
O=C(c1ccc(Oc2ccccc2)cc1)C1CCCN(C(=O)c2cnccn2)C1 (stereo unspecified),0.5,-0.7,i,-4.3,-12.3,2.2,-4.4,0.6,-1.2,1.6
COc1ccc(NC2=NC3(CCCCC3)N=C(N)N2)cc1,-1.4,-0.4,i,-6.3,-12.7,13.1,2.1,-1.1,-0.4,-3.6
CC(Sc1nc(C2CC2)n(-c2ccccc2)n1)C(=O)c1c(N)n(C)c(=O)n(C)c1=O (stereo unspecified),-0.2,-0.1,i,2.7,-10.7,15.8,-1.2,-0.4,-2.0,12.5
Fc1ccccc1CN1CCCN(C(=S)Nc2cccc(Cl)c2)C1,-2.9,1.0,i,2.4,-12.6,12.7,-2.4,-0.2,3.1,3.6
CCOc1ccc(Cl)cc1S(=O)(=O)NCc1cccnc1,-1.2,-0.3,i,-11.8,-7.0,4.6,0.0,1.4,2.9,1.8
CCOC(=O)c1sc(C)c2c1NC(C)(c1cccc3ccccc13)NC2=O (stereo unspecified),1.6,-0.3,i,8.7,-8.1,-13.7,0.9,-9.3,3.1,-3.6
O=C(O)/C=C/C(=O)Nc1ccc(S(=O)(=O)Nc2nccs2)cc1,-1.3,-0.5,i,-11.1,-9.0,-2.1,3.5,-0.2,1.5,6.1
COc1cccc(-c2noc(CCC(=O)N3CCN(c4cc(C)ccc4C)CC3)n2)c1,2.1,-0.1,i,11.8,1.3,12.6,3.0,1.5,2.8,-1.6
Cn1c(=N)n(CC(=O)c2cccs2)c2ccccc21,-0.5,-0.9,i,-6.1,1.7,-2.3,-1.1,2.7,-1.0,-1.2
COc1cc(NC(=O)NNC(=O)c2cc3occc3n2C)cc(OC)c1OC,0.7,0.5,i,-8.4,-5.1,-11.4,-2.5,-0.6,-1.4,0.6
CNC(=S)N/N=C(\C)c1ccc(N2CCOCC2)cc1,-1.4,-1.4,i,0.5,-1.1,-6.3,2.3,-2.5,-1.2,-2.7
CCCN(CCC)CCCNC(=O)c1cc2c(=O)[nH]c3ccccc3c2s1,2.7,0.1,x,-5.7,-5.7,-5.8,-12.5,-1.2,-2.1,-11.0
CC1(C)C(c2ccco2)=[N+]([O-])C2(CCCCC2=O)N1O (stereo unspecified),-2.4,-0.1,i,-1.5,14.7,-7.1,-1.8,3.2,2.7,18.3
O=C1NC(=O)/C(=C/c2ccc(N3CCOCC3)o2)N1,-2.2,0.8,i,3.5,-7.3,-41.6,-2.6,-1.4,3.9,-5.5
